AMA1 RON2 block – disrupts binding of P. falciparum AMA1 to RON2; hit rate 0.2% among 360,000; AlphaScreen AMA1-biotinylated RON2 peptide binding; AID 720542; Potency, µM (top dose mostly 58.2 µM), for the others: top-dose activity change, negative = inhibition, usual class: inhibitors;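 also: potency is read from the fitted curve at half-maximal effect; 0% = vehicle wells and -100% = peptide control; nearly all actives have a fitted effect of over 45% in size; some results filed as inactive show a strong effect at the top dose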
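AMA1 (3D7) with his tag at 25 nM final met compounds first, then biotinylated RON2 peptide at 25 nM; detection used donor plus acceptor beads, 10 µg/mL apiece, read by AlphaScreen after 30 min at room temperature.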
LmPK inhibitor – blocks Leishmania mexicana pyruvate kinase activity; hit rate 0.37% among 290,000; AID 1721; Potency, µM (series often up to 57.5 µM), without a hit: top-dose activity change, negative = inhibition, most hits filed as inhibitors; purified LmPK, Kinase-Glo ATP luminescence, 1 h; Q27686; also: potency is read from the fitted curve at half-maximal effect
Target sequence (Q27686 whole entry, looked up): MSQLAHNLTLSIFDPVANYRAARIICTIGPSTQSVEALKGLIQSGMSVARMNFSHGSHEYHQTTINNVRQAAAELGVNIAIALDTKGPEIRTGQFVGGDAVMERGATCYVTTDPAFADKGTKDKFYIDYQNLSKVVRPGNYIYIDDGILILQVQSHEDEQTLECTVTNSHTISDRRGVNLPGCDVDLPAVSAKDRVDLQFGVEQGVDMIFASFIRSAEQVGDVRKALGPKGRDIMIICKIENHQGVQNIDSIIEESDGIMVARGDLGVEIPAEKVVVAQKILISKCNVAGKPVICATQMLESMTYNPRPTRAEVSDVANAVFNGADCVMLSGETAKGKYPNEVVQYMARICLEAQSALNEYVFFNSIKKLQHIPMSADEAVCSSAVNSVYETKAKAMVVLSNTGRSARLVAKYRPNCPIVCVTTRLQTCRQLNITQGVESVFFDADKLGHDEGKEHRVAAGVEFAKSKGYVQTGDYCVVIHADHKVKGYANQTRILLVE
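Purified LmPK (0.1 nM) with 0.5 mM PEP and 0.1 mM ADP in imidazole buffer pH 7.2 with MgCl2/KCl, 1 h at room temperature. ATP formed was read by luciferase luminescence and normalized to no-enzyme and uninhibited controls.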
Sm TGR inh – inhibitors of Schistosoma mansoni thioredoxin glutathione reductase; hit rate 3% among 360,000; Potency, µM (titrated, usually from 114 µM), without a hit: at the top dose activity change, negative = inhibition, most hits filed as inhibitors; Q962Y6; purified TGR, DTNB reduction, TNB absorbance 405 nm; also: potency is read from the fitted curve at half-maximal effect; nearly all actives have a fitted effect of over 60% in size
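Kinetic colorimetric format: TGR-catalysed, NADPH-driven DTNB reduction monitored via TNB absorbance. Enzyme dispensed at 20 nM; compound exposure 15 min at room temperature before reaction start.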
TbPYK inhibitor – inhibitors of Trypanosoma brucei pyruvate kinase; Q57TT1; TbPYK enzyme, Kinase-Glo Plus ATP luminescence, 45 min; Potency, µM (highest dose often 76.8 µM), for inactives: top-dose activity, negative = inhibition, hits mostly inhibitors; hit rate 0.12% among 410,000; also: potency is read from the fitted curve at half-maximal effect; nearly all actives have a fitted effect of over 50% in size
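Quantitative HTS: titrated library compounds versus trypanosomal pyruvate kinase in TEA buffer (pH 7.2) containing KCl, MgCl2, BSA and Tween-20. Reactions were initiated with ADP, 130 uM final. Kinase-Glo Plus luminescence was read after 45 min at RT.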
AmpC no deterg – blocks E. coli AmpC beta-lactamase in detergent-free assay; AmpC nitrocefin hydrolysis, absorbance 480 nm, 0.0001% Triton; Potency, µM (series often up to 57.1 µM), for inactives: at the highest dose activity change, negative = inhibition, hits mostly inhibitors; hit rate 0.52% among 330,000;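 also: potency is read from the fitted curve at half-maximal effect; plate controls were no compound for no effect and no enzyme for full effect; nearly all actives have a fitted effect of over 20% in size; some results filed as inactive show a strong effect at the top dose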
Target sequence (P00811 whole entry, looked up): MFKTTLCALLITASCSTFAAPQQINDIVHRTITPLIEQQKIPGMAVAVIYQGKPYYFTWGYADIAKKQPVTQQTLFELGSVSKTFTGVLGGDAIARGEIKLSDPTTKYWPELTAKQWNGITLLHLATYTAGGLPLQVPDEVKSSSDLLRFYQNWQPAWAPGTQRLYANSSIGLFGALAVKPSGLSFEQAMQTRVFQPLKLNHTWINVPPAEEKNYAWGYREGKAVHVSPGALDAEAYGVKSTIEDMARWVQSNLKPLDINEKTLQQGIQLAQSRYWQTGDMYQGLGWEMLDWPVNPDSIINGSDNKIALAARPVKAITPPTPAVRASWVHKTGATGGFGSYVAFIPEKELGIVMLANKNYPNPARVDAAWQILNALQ
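AmpC (5.3 nM in the dispensed reagent) in 20 mM phosphate pH 7.0 with 0.01% (detergent screen) or 0.0001% Triton X-100 was preincubated with compounds for 15 min at room temperature. Nitrocefin was then added from an 800 uM solution, and hydrolysis was followed at 480 nm.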
HCMV antiviral – inhibitors of human cytomegalovirus | HFF cells, HCMV-luciferase reporter, 72 h; active compounds read low | activity change, negative = inhibition, % at 57.5 µM | hit rate 4.5% among 410,000 | AID 1259415; in the data active = activity change below about -60%; inconclusive = no clear call, values can overlap the other calls; inactive = above about -39%
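Compounds were evaluated in HFFs infected with an HCMV luciferase reporter virus (MOI 1 PFU/cell). Luciferase in lysates collected 72 h post infection served as the replication measure.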
AmpC detergent – blocks E. coli AmpC beta-lactamase in detergent assay | AmpC hydrolysis of nitrocefin, absorbance 480 nm, 0.01% Triton | P00811 | hit rate 0.041% among 370,000 | AID 485294 | Potency, µM (titrated, usually from 114 µM), for the others: at the highest dose activity change, negative = inhibition, usual class: inhibitors;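 also: potency is read from the fitted curve at half-maximal effect; 0% = no-compound wells and -100% = no-enzyme wells; nearly all actives have a fitted effect of over 25% in size; some results filed as inactive show a strong effect at the top dose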
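20 mM phosphate pH 7.0 + 0.01% (detergent screen) or 0.0001% Triton X-100; 5.3 nM AmpC reagent; cpd preinc 15 min RT; nitrocefin (800 uM stock) to start; A480 q20 s × 4 min; Activity was normalised to no-enzyme and no-compound control wells.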
Numbers without * were called inactive; ? = inconclusive; . = not tested or not shown; [ ] = another dose, or the depositor's remark. Unless noted, calls follow the shape of the dose curve; as a rule, active = well fitted curve in the direction sought with a large enough effect; inconclusive = small, poorly fitted or top-dose-only effect, or another doubt; inactive = no such curve, though single readings can be large; an effect the other way counts as inactive or inconclusive. Unless noted, % is scaled to controls: 0 for no effect and ±100 for the full control effect.

SMILES	AMA1 RON2 block	LmPK inhibitor	Sm TGR inh	TbPYK inhibitor	AmpC no deterg	HCMV antiviral	AmpC detergent
Cc1cccc(-n2cnc3c(c2=O)c2nc4ccccc4nc2n3Cc2ccco2)c1	-4%	-6%	2.8µM*	-14%	0%	2	?
CC(=O)NC(=Cc1ccccc1)C(=O)N1CCCC1C(=O)O (stereo not drawn)	-4%	.	.	-9%	.	-13	.
C/C(CC(=O)NC1C2CC3CC(C2)CC1C3)=N\NC(=O)Cc1cccs1 (stereo not drawn)	22%	-3%	-14%	1%	-27%	-31	-7%
O=C(NNC(=O)C1CC(c2cccnc2)=NO1)Nc1cccc(F)c1 (stereo not drawn)	26%	1%	2%	-8%	-5%	-27	4%
COc1cc(/C=N/NC(=O)c2sc3ccccc3c2Cl)ccc1OC(=O)c1ccc([N+](=O)[O-])cc1	-3%	-3%	13%	2%	-12%	-16	3%
COC(=O)c1c(Cc2ccccc2Cl)c[nH]c1C	-18%	3%	-20%	0%	-24%	-67*	-8%
COc1cc(CC(=O)N2CCc3ccccc32)cc(OC)c1OC	15%	1%	-1%	-9%	-16%	9	-8%
COc1cc(CC(NC(C)=O)C(=O)NC2CCN(c3nc(OC)nc(OC)n3)CC2)cc(OC)c1 (stereo not drawn)	4%	-2%	-15%	3%	-6%	-29	-6%
CCOC(=O)C1CCN(c2c(NCCCN3CCN(Cc4ccccc4)CC3)c(=O)c2=O)CC1	-10%	-2%	0%	-1%	-4%	30	3%
CC(C)N(C(C)C)S(=O)(=O)c1ccc(NN)nc1	57%[activator]	-3%	-5%	-1%	-36%	-12	4%
O=C1COc2ccc(C(=O)COC(=O)CCSc3ccc(Cl)cc3)cc2N1	30%[activator]	0%	-11%	1%	-23%	-21	0%
Cc1cccc(C)c1NC(=S)NC(C)CCc1ccccc1 (stereo not drawn)	14%	2%	-11%	-3%	-16%	-17	9%
CCOC(=O)c1ccc(NC(=O)c2c(NCc3cccc(OC)c3OC)sc3c2CCC3)cc1	.	.	4%	?	.	3	5%
CC1=Nn2c(nnc2-c2n[nH]c3c2CCC3)SC1	-15%	6%	6%[11.4 µM]	0%	-10%	33	-9%
COc1ccc(CCNC(=O)c2ccc(N3CCCCS3(=O)=O)cc2)cc1OC	5%	10%	-2%	4%	13%	-2	3%
CCC1Sc2ccc(S(=O)(=O)CCC(=O)Nc3cc(C)ccn3)cc2NC1=O (stereo not drawn)	4%	14%	?	6%	-42%	-34	-1%
O=C1CC2(CCCCCC2)Oc2ccc(Cl)cc21	-5%	.	.	-16%	.	-29	.
NC(=O)C(c1ccc(Br)cc1)c1ccc(C(=O)c2ccccc2)cc1 (stereo not drawn)	-7%	6%	6%	0%	-14%	-34	0%
O=C(CCc1nnc(CCCCc2ccccc2)o1)NCCN1CCCCC1=O	8%	-4%	0%	-1%	33%	13	2%
CCCCN=C1SC(C(=O)Nc2sc3c(c2C(=O)OC)CCC3)C(N)=C1C(=O)N1CCOCC1 (stereo not drawn)	7%	.	.	3%	.	-31	.
CCOc1ccccc1N(CC(=O)Nc1ccc(S(=O)(=O)N2CCCC2)cc1)S(C)(=O)=O	9%	4%	-30%	-8%	18%	-2	?
COc1ccc(N2CCN(C(=O)C3CCCN(S(=O)(=O)c4ccc(C)cc4)C3)CC2)cc1 (stereo not drawn)	-7%	1%	-11%	-2%	106%[activator]	?	1%
CCc1nc2c(OCC3CCCCC3)cccn2c1N(C)C(=O)c1ccccc1F	0%	.	.	0%	.	-37	.
CCOC(=O)C1=C(C)N(C)C(=S)NC1c1c(OCC)ccc2ccccc12 (stereo not drawn)	2%	4%	.	2%	-9%	2	-3%
Cc1ccccc1N1CC(C(=O)Nc2nnc(SCc3ccccn3)s2)CC1=O (stereo not drawn)	43%[activator]	-27%	2%	-3%	-25%	7	5%

Two of these compounds in another layout.
Every second line gives: AMA1 RON2 block	LmPK inhibitor	Sm TGR inh	TbPYK inhibitor	AmpC no deterg	HCMV antiviral	AmpC detergent
COc1cc(/C=N/NC(=O)c2sc3ccccc3c2Cl)ccc1OC(=O)c1ccc([N+](=O)[O-])cc1
  -3%	-3%	13%	2%	-12%	-16	3%
COC(=O)c1c(Cc2ccccc2Cl)c[nH]c1C
  -18%	3%	-20%	0%	-24%	-67*	-8%

Next section:
SMILES	AMA1 RON2 block	LmPK inhibitor	Sm TGR inh	TbPYK inhibitor	AmpC no deterg	HCMV antiviral	AmpC detergent
Cc1sc2ncnc(SC(C)C#N)c2c1C (stereo not drawn)	-2%	-3%	1%	-3%	-9%	22	-12%
COc1ccccc1CNC(=O)Cn1nc(C(F)(F)F)cc1C	17%	.	-5%	-3%	-14%	-7	?
COc1ccc(NC(=O)c2cc3n(n2)C(C(F)(F)F)CC(c2ccco2)N3)cc1 (stereo not drawn)	-2%	1%	-26%	-8%	-7%	-15	-16%
N#CCCN(C(=O)Nc1ccc(Cl)cc1)c1ccccc1	7%	-8%	9%	-2%	-25%	-23	1%
COc1cccc(-c2cc(C(F)(F)F)n3nc(C(=O)Nc4c(C)n(C)n(-c5ccccc5)c4=O)cc3n2)c1	-3%	0%	10%	-2%	99%[activator]	-17	1%
COc1cc(NC(=O)CCCn2c(=O)oc3ccccc32)cc(OC)c1	-8%	.	.	2%	-21%	13	.
CCc1nc2ccc(C(=O)Nc3cccc(OCC(=O)N(C)C)c3)cn2c1N(CC)CCOC	2%	.	.	-2%	.	-11	.
Cc1nn(Cc2ccccc2)c(C)c1CNC(=O)[C@H](C)N=C1NS(=O)(=O)c2ccccc21	12%	.	-7%	3%	-40%	5	-4%
CCOC(=O)c1ccc(NC(=O)c2nc[nH]c2C(=O)N[C@@H](CCCCNC(=O)OC(C)(C)C)C(=O)OC(C)(C)C)cc1	138%[activator]	17%	4%	0%	81%[activator]	-8	14%
CN(C)CCCN(C(=O)c1ccc2c(c1)CCCC2)c1nc2ccc(Cl)cc2s1	?	1%	0%	-7%	191%[activator]	-79*	-11%
O=[N+]([O-])c1cccc(COc2ccccc2CN2CCCCC2)c1	-2%	.	.	-5%	.	-18	.
CCCCCCSc1nc2c(c(=O)[nH]c(=O)n2C)n1C	7%	6%	6%	-7%	-14%	12	?
COc1ccc(S(=O)(=O)Nc2ccccc2C(F)(F)F)cc1	-6%	-6%	-3%	2%	-20%	28	2%
Cc1ccc(C)c(N2CCN(C(=O)CN3C(=O)COc4ccc(S(=O)(=O)N5CCOCC5)cc43)CC2)c1	.	.	2%	-4%	.	-3	9%
COc1cc(Nc2ccc(S(=O)(=O)N3CCN(C)CC3)cc2[N+](=O)[O-])cc(OC)c1	?	.	-5%	7%	166%[activator]	-4	?
O=C1NC(=S)N(C2CC2)C(=O)/C1=C/c1ccc2c(c1)CCN2CCCCl	18%	-24%	?	?	-44%	35	-15%
C=CCc1ccccc1OCC(O)CN1CCN(c2ccc(OC)cc2)CC1 (stereo not drawn)	?	4%	7%	2%	46%	-23	?
O=C(NCc1ccc2c(c1)OCO2)C1CCC(CNS(=O)(=O)c2cccc3nsnc23)CC1 (stereo not drawn)	-5%	6%	7%	-10%	-4%	?	-7%
CC1C(=O)N(Cc2cn(CC3CCCCC3)nn2)CCS(=O)(=O)N1Cc1ccc(-c2cccc(N(C)C)c2)cc1 (stereo not drawn)	-14%	.	.	-10%	.	-26	.
Cc1cc(C(=O)NNC(=S)NCc2ccco2)n(C)n1	89%[activator]	-1%	22µM*	-18%	-16%	16	2%
O=c1c(-c2ccccc2)n[nH]c2ccccc12	2%	-13%	12%	-2%	-17%	82	2%
Cc1cc(C)c2cc(C)c3nnc(SCC(=O)NCc4ccc5c(c4)OCO5)n3c2c1	-10%	6%	-2%	9%	89%[activator]	-35	3%
CCCCNC(=O)C1(C)CCN1C(=O)c1ccc2sccc2c1 (stereo not drawn)	-5%	.	.	4%	.	-10	.
CC(C)c1ccc(/C=C/C(=O)n2nnc3ccccc32)cc1	-10%	-13%	-3%	-2%	.	30	-5%

By substructure: the compounds so far containing a Cl atom
SMILES	AMA1 RON2 block	LmPK inhibitor	Sm TGR inh	TbPYK inhibitor	AmpC no deterg	HCMV antiviral	AmpC detergent
COc1cc(/C=N/NC(=O)c2sc3ccccc3c2Cl)ccc1OC(=O)c1ccc([N+](=O)[O-])cc1	-3%	-3%	13%	2%	-12%	-16	3%
COC(=O)c1c(Cc2ccccc2Cl)c[nH]c1C	-18%	3%	-20%	0%	-24%	-67*	-8%
O=C1COc2ccc(C(=O)COC(=O)CCSc3ccc(Cl)cc3)cc2N1	30%[activator]	0%	-11%	1%	-23%	-21	0%
O=C1CC2(CCCCCC2)Oc2ccc(Cl)cc21	-5%	.	.	-16%	.	-29	.
N#CCCN(C(=O)Nc1ccc(Cl)cc1)c1ccccc1	7%	-8%	9%	-2%	-25%	-23	1%
CN(C)CCCN(C(=O)c1ccc2c(c1)CCCC2)c1nc2ccc(Cl)cc2s1	?	1%	0%	-7%	191%[activator]	-79*	-11%
O=C1NC(=S)N(C2CC2)C(=O)/C1=C/c1ccc2c(c1)CCN2CCCCl	18%	-24%	?	?	-44%	35	-15%

Random draw from the library. About 7.4% of those tested had a hit in this group.
